# MITF TRPM1 HTS = activators of MITF-driven TRPM1 promoter activity in SK-MEL-5 cells; SK-MEL-5 TRPM1-promoter luciferase, 24 h; % of positive control, neutral wells = 0; activation, % at 12.5 µM; actives 0.75% (n = 300,000); AID 588334;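 active means mean activation of at least 80% with every replicate also reaching 80%; inconclusive means mean reaches 80% but some replicate falls short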;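 further: 0% = neutral control wells and 100% = parthenolide positive control wells; values of inactives mirror those of a sister screen read the other way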
# CDK5 p35 inh = CDK5/p35 (human) kinase inhibition. Q00535+Q15078. Recombinant CDK5/p35, ADP-Glo luminescence, 60 min. inhibition, % at 10 µM. actives 0.01% (n = 330,000). AID 488839;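 active means highest replicate inhibition of at least 50% and at least 75% of replicates reaching 50%; inconclusive means only one of the two criteria met; inactive means both criteria failed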;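 further: plate controls were DMSO neutral control for no effect and GW8510 at 10 µM for full effect; many of its hits are not listed in these tables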
# dFosB act = mouse delta FosB homodimer activation; activation, % at 25 µM; purified delta FosB, TAMRA-CDK5 oligo fluorescence polarization; percent of positive-control signal above neutral wells; actives 0.99% (n = 340,000);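 active means mean activation above about 17%, with every replicate also reaching it, limit read from the data, passing the limit was not always enough; inconclusive means only one of the two conditions met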;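 further: fluorescence polarization rise as delta FosB binds a TAMRA Cdk5 AP-1 oligo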
# HTR5A ag ctr = HTR5A agonism, opioid heterodimer counter-screen; actives 0.61% (n = 340,000); HTR5A agonist assay, luminescence, cell-based; activation, % at 9.3 µM; P47898; in the data active means activation mostly above about 9.5%, no sharp cut-off; inactive means mostly below about 7.6%;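 further: 0% = cells with vehicle only and 100% = reference agonist; strong numbers were not always called active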
# Target sequence (P47898 whole entry, looked up): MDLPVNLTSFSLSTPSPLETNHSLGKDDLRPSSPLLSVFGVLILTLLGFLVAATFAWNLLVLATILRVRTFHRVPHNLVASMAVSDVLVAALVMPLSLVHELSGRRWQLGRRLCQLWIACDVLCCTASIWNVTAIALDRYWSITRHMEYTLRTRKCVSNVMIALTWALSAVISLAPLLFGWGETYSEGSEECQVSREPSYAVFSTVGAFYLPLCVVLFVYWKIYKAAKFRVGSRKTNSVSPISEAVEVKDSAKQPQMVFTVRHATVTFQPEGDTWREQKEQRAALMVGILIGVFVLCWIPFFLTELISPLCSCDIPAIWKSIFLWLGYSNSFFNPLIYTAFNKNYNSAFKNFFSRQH
# NSD2 HMT inh = NSD2 (human) methyltransferase inhibition | O96028 | NSD2 peptide methylation, AlphaScreen, 120 min | inhibition, % at 12.5 µM | actives 0.54% (n = 310,000) | AID 743445; in the data active means inhibition above about 50%
# Wnt bcat act = activates Wnt/beta-catenin signaling in a reporter cell assay | activator, plate reader | activation, % at 9.35 µM | actives 1.2% (n = 300,000) | AID 743398; in the data active means activation above about 30%, passing the limit was not always enough; inconclusive means no clear call, values can overlap the other calls;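 further: 0% = neutral control wells and 100% = positive control wells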
# V-ATPase pH = regulators of yeast V-ATPase proton transport | S. cerevisiae, pHLuorin cytosolic pH fluorescence | response, % at 10 µM | AID 504577 | actives 0.37% (n = 350,000); in the data active means response mostly above about 7.3%, no sharp cut-off; inactive means mostly below about 5.4%; further: actives read high; inactives centre near 0; some compounds called inactive have numbers as strong as hits; reference of the scale not given here
# HTR5A inv ag = inverse agonist of human HTR5A in OPRM1-OPRD1 counter-screen; AID 504634; HTR5A cell line, luminescence, inverse agonism; actives 0.083% (n = 340,000); inhibition, % at 9.3 µM; P47898; in the data active means inhibition mostly above about 23%, no sharp cut-off; inactive means mostly below about 18%;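 further: 0% = cells with DMSO and 100% = no-cell wells with DMSO; some compounds called inactive have numbers as strong as hits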
# SR-BI HDL uptake = blocks mouse SR-BI lipid uptake from DiI-HDL; Q61009; ldlA[mSR-BI] CHO cells, DiI-HDL uptake fluorescence, 3 h; inhibition, % at 12.5 µM; actives 0.96% (n = 320,000); AID 488896;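 active means mean replicate inhibition of at least 70% and a set share of replicates each scoring 70 or more; inconclusive means meets just one of the two criteria; inactive means fails both criteria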;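 further: 0% = median of neutral control wells and 100% = median of positive control wells; values of inactives mirror those of a sister screen read the other way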
# Target sequence (Q61009 whole entry, looked up): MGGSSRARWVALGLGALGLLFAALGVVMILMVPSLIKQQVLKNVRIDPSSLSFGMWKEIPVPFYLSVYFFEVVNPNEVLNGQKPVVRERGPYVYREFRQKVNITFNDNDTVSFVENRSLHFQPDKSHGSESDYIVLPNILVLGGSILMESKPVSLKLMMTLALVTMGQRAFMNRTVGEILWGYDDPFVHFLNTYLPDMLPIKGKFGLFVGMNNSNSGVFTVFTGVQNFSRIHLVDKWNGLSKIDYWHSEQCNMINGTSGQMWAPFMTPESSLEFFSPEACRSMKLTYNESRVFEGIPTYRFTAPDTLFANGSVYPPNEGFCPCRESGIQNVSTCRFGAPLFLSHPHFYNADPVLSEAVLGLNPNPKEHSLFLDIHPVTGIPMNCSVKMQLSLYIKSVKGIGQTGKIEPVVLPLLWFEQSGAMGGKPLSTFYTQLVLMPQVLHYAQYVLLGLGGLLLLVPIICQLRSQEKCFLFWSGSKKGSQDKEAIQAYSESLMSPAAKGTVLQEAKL
# PvdQ acylase = blocks Pseudomonas aeruginosa PvdQ acylase activity. purified PvdQ acylase, fluorescence plate reader. inhibition, % at 10 µM. actives 0.063% (n = 340,000); in the data active means inhibition above about 30%, passing the limit was not always enough; inconclusive means no clear call, values can overlap the other calls;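 further: 0% = vehicle neutral wells and 100% = reference inhibitor wells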
# Active calls of the source: *; u = inconclusive; x = no result given.
SMILES,MITF TRPM1 HTS,CDK5 p35 inh,dFosB act,HTR5A ag ctr,NSD2 HMT inh,Wnt bcat act,V-ATPase pH,HTR5A inv ag,SR-BI HDL uptake,PvdQ acylase
NS(=O)(=O)c1ccc(NC(=O)COC(=O)CCc2ccccc2)cc1,1,2.5,-4,2,-1,-1,2,-45,x,-4
Cc1ccc2c(c1)c1nnc(SCC(=O)N3CCN(c4ccc(F)cc4)CC3)nc1n2CC(=O)O,-7,-0.2,-4,7,5,x,3,-18,-23,-9
O=C(Cc1cccc(NC(=O)C2CCCN(C(=O)C3CCC3)C2)c1)Nc1ccc(C(=O)N2CCOCC2)cc1 (centres undefined),0,-1.0,-2,-2,x,-1,-1,7,-11,-15
COC(=O)c1ccc(CSc2nnc3nc(C)cc(C)n23)cc1,5,0.2,-7,-1,-2,0,2,15,-2,-9
COc1ccccc1N1CCN(C2CCCN(C(=O)CC(F)(F)F)C2)CC1 (centres undefined),x,-2.7,0,8,-4,-1,4,-29,-11,-5
C#CCNC(=O)C1=C[C@@H](c2ccccc2)C[C@@H](OCCCCO)O1,10,-0.4,-5,2,x,6,2,-6,8,-12
COc1cc(N2C(=O)c3ccccc3C2=O)c(Cl)cc1C(=O)OCC(=O)NCc1ccco1,x,-0.1,-4,4,-2,x,-2,0,59,4
Cc1nc2ccccc2c(=O)n1NC(=O)c1ccc(F)cc1Cl,-10,0.5,-1,1,0,25,4,-9,-20,0
O=C(CN1CCN(C(=O)c2cccc(S(=O)(=O)N3CCCC3)c2)CC1)Nc1ccc(F)cc1,3,-0.1,-1,2,0,4,4,-9,26,2
Oc1ccc(NCc2ccccc2OCc2ccccc2)cc1,-7,0.7,-19,8,2,39*,-2,7,5,-10
CCCCCN(C(=O)CCC(=O)OCC(=O)N1CCCCC1C)c1c(N)n(CCCC)c(=O)[nH]c1=O (centres undefined),-10,0.8,-8,-3,-4,0,0,-7,-16,-19
COc1cccc(OC)c1C(=O)N1CCNCC1,-2,0.0,-6,0,0,-1,3,1,-8,-16
CC(C)Sc1nc(N2CCCC2)c2c(c1C#N)CC(C)(C)OC2,-2,-2.2,-5,-4,-1,x,0,-1,55,7
CCOc1ccc2nc(N3C(=O)CNC3=S)sc2c1,x,0.3,-6,1,-1,51*,3,9,-6,-1
CCCNC(=O)CN(c1ccc(F)cc1)S(=O)(=O)c1ccc2c(c1)OCCO2,20,-1.6,0,4,0,-2,-2,9,-2,-17
CCOc1cccc(=O)c2c(C)n(C)c(C)c12,-3,-0.6,-12,3,8,x,-2,-13,4,-7
Cc1cc(C(=O)COC(=O)C23CC4CC(CC(O)(C4)C2)C3)c(C)n1-c1c(C)n(C)n(-c2ccccc2)c1=O,1,-0.8,-16,-1,-3,-2,1,4,-13,-5
Cc1ccc(C)c(NC(=O)COC(=O)CC2CC3CCC2C3)c1 (centres undefined),-3,0.5,-6,0,-4,1,0,-1,-13,2
O=C(N/N=C\c1cc2c(cc1[N+](=O)[O-])OCO2)c1cccs1,11,-1.2,-3,1,1,-10,2,-4,0,-7
CSc1ccc(C(=O)N2CCC(CCC(=O)NC3CC3)CC2)cc1,-8,0.2,-9,-4,-4,1,-2,6,-19,4
Cc1cccc(-c2nnc(SCC(=O)NCc3ccc4c(c3)OCO4)n2C)c1,-12,0.0,-8,-4,0,-4,0,9,-18,3
O=C(C[C@H]1C[C@H](C(=O)N2CCCCC2)[C@@]2(CCc3ccccc3)c3[nH]c4ccc(Cl)cc4c3CCN2C1=O)NCCC1=CCCCC1,-10,0.3,4,3,x,-2,3,-9,-27,-16
O=C1CS(=O)(=O)N(Cc2ccc(F)cc2)c2ccccc21,-2,-2.5,3,0,x,0,0,1,-14,-8
CNC(=O)CSc1ncnc2c1cnn2-c1ccccc1,32,-0.1,-12,2,x,0,0,-4,-1,3
CCC(=O)Nc1c(OC(=O)CC)ccc2c(C)cc(=O)oc12,-7,-0.7,8,7,x,-1,0,-19,x,-3

# Carrying on.
SMILES,MITF TRPM1 HTS,CDK5 p35 inh,dFosB act,HTR5A ag ctr,NSD2 HMT inh,Wnt bcat act,V-ATPase pH,HTR5A inv ag,SR-BI HDL uptake,PvdQ acylase
COc1cc(C(=O)N2CCCCCCC2)ccc1OC1CCN(C(C)=O)CC1,23,-0.2,1,0,0,3,-3,-23,5,-12
Cc1ccc2c(C)nc(N/C(N)=N/S(=O)(=O)c3ccc([N+](=O)[O-])cc3)nc2c1,-4,-0.8,13,-4,-1,0,-6,-7,33,-1
CC(Cc1cccs1)NC(=O)c1cccs1 (centres undefined),40,-1.2,-5,-1,-2,4,5,4,-7,7
COc1ccc(/C=N/NC(=O)c2ccc(COc3cccc4cccnc34)cc2)cc1OC,1,-2.3,19*,0,-5,-2,1,27,u,-2
Cn1c(SCC(=O)NC2CCCC2)nc2c(c1=O)SCC2,-2,-1.1,0,1,0,-4,0,12,-5,2
COc1cc(-c2n[nH]c(=S)n2-c2ccc(C)cc2)cc(OC)c1OC,5,-1.5,-2,-4,0,-2,-2,-6,-1,-16
CN(C)C(=O)CSc1nc2ccccc2c(=O)[nH]1,-7,0.5,-4,2,-2,1,4,-2,-4,-6
CC1=C(C(=O)Nc2ccc(Cl)cc2C(=O)N2CCC(C(N)=O)CC2)SCCO1,-11,x,1,1,-1,-2,5,-3,x,-4
O=C(Nc1ccc(N2CCOCC2)nc1)c1ccc(Cl)cc1,25,-13,-9,1,-3,x,-3,-4,-13,-15
CN(Cc1cccs1)C(=O)COc1ccc(-c2nnco2)cc1,-7,0.9,-8,-2,x,x,1,-23,2,-14
Cc1ccccc1CN1CCN(Cc2ccc3cccc(F)c3n2)CC1CCO (centres undefined),-12,-0.6,-1,3,1,-3,3,-10,-19,-3
CN(Cc1cccs1)C(=O)CCCc1c[nH]c2ccccc12,53,1.9,-9,-1,2,1,3,3,12,-7
CCCCCCCCS(=O)c1sc2nc(C)cc(C)c2c1N (centres undefined),-8,0.0,2,-5,x,x,1,-6,-16,-3
COCC1CCCN(C(=O)c2cc(COc3ccc4ncccc4c3)on2)C1 (centres undefined),-37,0.6,-11,5,-1,-1,2,-8,1,-2
COc1ccc(C(=O)N2C(=O)c3ccc(N)cc3C2=O)cc1,2,-0.5,49*,0,x,28,-2,0,-4,-8
CC1(C)CC(=O)C2=C(C1)Nc1ccccc1[S@]2=O,-14,-1.0,-3,4,0,2,2,-5,-10,-14
C/C(Cc1ccccc1)=N\NC(=O)CNC(=O)COc1cccc(C)c1,x,-1.3,-3,0,-3,0,2,0,-23,-10
CNC(=O)N1CCN(C(=O)NC)CC1,-8,0.8,2,3,0,-3,-1,0,-4,-13
CC(C)n1ncc2c(C(=O)Nc3ccc(CC#N)cc3)cc(C3CC3)nc21,-28,-0.6,-10,2,-2,-1,4,-3,37,-9
Cc1cc(C)c2ccc(=S)[nH]c2n1,10,3.2,0,-1,11,-3,3,-69,-33,10
Cc1ccc(NC(=O)C2CC(=O)OC23CCOC(C)(C)C3)cc1 (centres undefined),-6,1.4,-4,-1,-1,-1,0,-4,-27,-16
NC(=O)C1(c2ccccc2)CCCN1C(=O)c1ccccc1Br (centres undefined),0,0.2,-1,0,-1,-1,-2,16,-4,2
Cc1noc(C)c1COC(=O)c1ccccc1NC(=O)c1ccco1,0,0.3,-19,2,6,-2,5,3,x,-6
Cc1nc2nc[nH]n2c(=O)c1CCOC(=O)c1c(F)cccc1F,-8,-0.8,-3,-3,-5,1,-3,9,-19,-6
CC[C@@H](C)[C@H](NC(=O)Cc1c(C)c2cc3c(C)coc3c(C)c2oc1=O)C(=O)O,2,2.2,-7,-5,-2,1,1,17,x,-3

# The results go on:
SMILES,MITF TRPM1 HTS,CDK5 p35 inh,dFosB act,HTR5A ag ctr,NSD2 HMT inh,Wnt bcat act,V-ATPase pH,HTR5A inv ag,SR-BI HDL uptake,PvdQ acylase
COc1ccc(Cl)cc1-n1c(C)cc(C(=O)O)c1C,3,-6.2,-1,-2,-5,x,-1,10,-6,-11
COc1cc(C=Nc2ccccc2C(=O)Nc2ccccc2)cc(OC)c1OC,21,-1.8,-8,-2,-3,-1,-1,-19,6,0
CCCCCC1CCC(C(=O)NNC(=S)NCC)CC1 (centres undefined),x,-2.5,0,0,-3,x,-1,-1,-38,-12
CCc1ccc(Nc2n[n+](-c3ccccc3)c(-c3ccc(C(=O)O)cc3)s2)cc1,-5,2.1,1,0,x,0,2,-40,-16,-9
CC(C)COn1c(=S)[nH]c2ccccc2c1=O,8,-1.4,-5,0,-1,x,6,6,-4,-10
O=C(Oc1ccccc1)c1ccc(-n2cnnn2)cc1,x,-1.8,-6,4,9,x,0,-2,-18,14
COc1ccccc1OCCCC(=O)Nc1ccc(N2CCOCC2)cc1,7,-0.2,-6,-2,1,0,-1,6,15,9
Cc1ccc(NS(=O)(=O)c2ccc3c(c2)NC(=O)CCS3)cc1F,-15,-0.5,-4,3,1,3,-4,1,-9,10
O=C(NC(=O)c1ccc(Cl)cc1)OC1CCCCC1,21,1.2,0,0,-3,x,1,14,-8,10
c1coc(CNc2ncnc3nc[nH]c23)c1,-4,0.5,-3,-1,x,-4,5,2,-17,7
O=C(c1ccc(COc2ccc3c(c2)CCC3)o1)N1CCN(c2ccccc2)CC1,2,-1.2,-12,1,0,10,-1,11,x,-12
CCOC(=O)c1ccc(CSc2nnc(-c3ccncc3)n2N)cc1,-3,-1.2,-5,-3,x,x,3,8,-10,11
CC(OC(=O)c1ccc(Br)o1)C(=O)Nc1ccc2c(c1)OCCO2 (centres undefined),0,1.3,-7,4,-2,5,5,-9,-8,2
COc1ccc(C2N(c3ccc(OC)cc3)C(=S)N3CCCN23)cc1 (centres undefined),7,-0.4,-2,2,2,14,-1,-7,-14,-16
CCN1CCN(C(=O)c2ccc(S(=O)(=O)Nc3ccccc3)cc2)CC1,-2,-7.1,-4,-1,8,-6,-2,3,-3,-9
COc1ccc(-n2nnnc2SCC(=O)NCCc2ccc(OC)c(OC)c2)cc1,3,3.5,-1,0,-1,x,-1,0,36,-6
O=C(Nc1ccc(F)cc1)NC1(C(=O)NCc2ccc3c(c2)OCO3)CCCCC1,x,-0.1,-6,3,-2,x,-6,3,-5,3
COc1ccccc1-n1c(SC)nc2c(sc(=S)n2-c2ccccc2)c1=O,2,-0.6,24*,3,10,3,-2,-13,-6,1
c1cncc(CNc2ncnc3ccc(-c4ccoc4)cc23)c1,1,4.4,-5,2,x,-14,1,-5,7,-3
CCN(CC)CCNC(=O)C(C(=O)c1ccccc1)n1ccccc1=O (centres undefined),x,-2.9,-3,-1,x,x,2,13,-16,-20
Oc1c(Cl)cc(Cl)cc1C=Nc1ccc(N2CCOCC2)cc1,x,1.8,-7,7,7,4,-13,-25,-27,-16
COc1ccc2cc(C(=O)C3CCCN(C(=O)CSc4nnc(C)o4)C3)ccc2c1 (centres undefined),-6,-0.9,-6,0,1,8,4,-5,-2,-14
Cc1ccc(C(=O)NCCONC(=O)c2ccc(C)cc2)cc1,-11,-1.7,-9,1,-2,-4,5,21,-24,2
Cc1cc(C)c(S(=O)(=O)N2CCN(c3ccc([N+](=O)[O-])c(-n4nc(C)cc4C)c3)CC2)c(C)c1,-5,-0.9,-4,8,2,-6,-2,-7,61,-3

# Screening data: PubChem, several laboratories
